Bioassay records (PubChem BioAssay)
MrgX1 allo act = positive allosteric modulators of MrgX1, primary screen, HEK293 cells, Fluo-4 calcium flux; FDSS; active compounds read high; B-score at 10 µM; actives 0.63% (n = 310,000);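 active means plate-corrected calcium response at least 3 library SD above typical, normal starting fluorescence, not activating the receptor alone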;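 further: compound read alongside a low EC10 to EC30 dose of BAM8-22 agonist; peak minus trough fluorescence over baseline measured at the second addition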
MrgX1 agonist = agonists of human MrgX1 receptor, primary screen, HEK293 cells, Fluo-4 calcium flux | Mas-related G-protein coupled receptor member X1 (Homo sapiens), Q96LB2 | actives 0.44% (n = 310,000) | B-score at 10 µM | Fluo-4 calcium fluorescence, agonist mode; active compounds read high;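 active means calcium response B-score plate-corrected fluorescence ratio at least 3 library SD, with starting fluorescence B-score inside 5 SD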
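Assay system: stable human MrgX1 HEK293 cell line. Quantity: 15,000 cells per well. Schedule: cells plated overnight, dye loaded 0.5 h 37 °C, 0.5 h room temperature. Detection: Fluo-4 NW calcium-flux fluorescence, kinetic read. Read-out basis: peak-minus-minimum fluorescence over baseline, converted to B scores. Control set: positive and negative control wells on each plate.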
RGS4 block = RGS4 inhibitors, primary screen, cell-based, HEK293 M3R inducible RGS4, calcium flux; Fluo-4 calcium flux; active compounds read high; triggered by carbachol at its EC20; B-score at 10 µM; actives 0.45% (n = 310,000); AID 463165, 2010;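 active means B-score, a plate-corrected calcium signal, over three deviations above library mean, with baseline fluorescence within five deviations of library mean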;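 further: RGS4 expression induced by doxycycline in cells with stable M3 receptor; B-score is computed from the integrated fluorescence ratio over baseline after carbachol; higher B-score means a larger calcium signal and so more RGS4 inhibition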
Target sequence (P49798 whole entry, looked up): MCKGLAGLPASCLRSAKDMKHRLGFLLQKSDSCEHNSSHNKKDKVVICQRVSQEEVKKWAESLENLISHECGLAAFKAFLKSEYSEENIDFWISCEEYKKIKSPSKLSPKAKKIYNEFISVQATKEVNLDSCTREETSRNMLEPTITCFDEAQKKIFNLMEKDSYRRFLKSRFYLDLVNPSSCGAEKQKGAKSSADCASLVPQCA
ANO1 block = TMEM16A chloride channel inhibitors, primary screen, cell-based, HTS. Anoctamin-1 (Mus musculus), Q8BHY3. HEK293 TMEM16A/YFP iodide influx fluorescence, ionomycin. normalized B-score (activity score, 25-100; higher = stronger inhibition) at 10 µM. actives 1.2% (n = 310,000);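 active means ratio plate-corrected score three or more library SD toward inhibition, starting fluorescence score within five deviations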;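 further: score derived from kinetic fluorescence span divided by baseline fluorescence per well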
MrgX1 antagonist = antagonists of human MrgX1 receptor, primary screen, HEK293 cells, Fluo-4 calcium flux. Mas-related G-protein coupled receptor member X1 (Homo sapiens), Q96LB2. BAM8-22 antagonism; active compounds read low. B-score at 10 µM. actives 1.3% (n = 310,000). AID 588676, 2011;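 active means calcium-response B-score plate-corrected more than 3 library SD below zero, starting fluorescence within 5 deviations, no agonist response on first addition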;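 further: peak minus trough fluorescence over baseline after final BAM8-22 challenge near maximal dose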
TRPC6 activator = mouse TRPC6 channel activators, primary screen, cell-based, HEK293, membrane potential dye | B-score at 10 µM | actives 0.13% (n = 310,000) | AID 2550, 2010 | HEK293-TRPC6 membrane potential dye fluorescence; active compounds read high;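 active means B-score of the integrated fluorescence ratio above library mean plus 3 SD, and starting fluorescence ratio within library mean plus 5 SD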;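 further: higher score means more depolarization so channel activation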
TMEM16A act = TMEM16A chloride channel activators or potentiators, primary screen, cell-based, HTS | Anoctamin-1 (Mus musculus), Q8BHY3 | HEK293 TMEM16A/YFP-H148Q/I152L, iodide quench fluorescence; active compounds read low | B-score at 10 µM | actives 0.3% (n = 340,000) | AID 623877, 2012;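 active means fluorescence-ratio B-score plate-corrected deviation score at least 3 library SD below zero, with starting fluorescence score within 5 deviations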;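 further: channel opened by trigger with iodide after compound preincubation; score built on the fluorescence ratio of max minus min over baseline; more negative score means more quench and so TMEM16A activation or potentiation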
TRPC6 inh = mouse TRPC6 channel inhibitors, primary screen, cell-based, HEK293, membrane potential dye | Short transient receptor potential channel 6 (Mus musculus), Q61143 | ACh-evoked depolarization; active compounds read low | B-score at 10 µM | actives 1.1% (n = 310,000) | AID 2553, 2010;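 active means B-score under library mean minus 3 SD, initial fluorescence not abnormally high, positive integrated signal ratio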;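 further: B-score derived from integrated fluorescence ratio over the kinetic read; more negative B-score means stronger inhibition of depolarization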
HDAC3 inhib = HDAC3 deacetylase inhibitors, primary screen, biochemical, fluorescence, cell-free homogeneous; recombinant HDAC3, fluorogenic peptide/trypsin coupled; actives 0.15% (n = 320,000); inhibition, % at 8.3 µM; AID 2718, 2010; in the data active means inhibition above about 26%, passing the limit was not always enough
Target sequence (O15379 whole entry, looked up): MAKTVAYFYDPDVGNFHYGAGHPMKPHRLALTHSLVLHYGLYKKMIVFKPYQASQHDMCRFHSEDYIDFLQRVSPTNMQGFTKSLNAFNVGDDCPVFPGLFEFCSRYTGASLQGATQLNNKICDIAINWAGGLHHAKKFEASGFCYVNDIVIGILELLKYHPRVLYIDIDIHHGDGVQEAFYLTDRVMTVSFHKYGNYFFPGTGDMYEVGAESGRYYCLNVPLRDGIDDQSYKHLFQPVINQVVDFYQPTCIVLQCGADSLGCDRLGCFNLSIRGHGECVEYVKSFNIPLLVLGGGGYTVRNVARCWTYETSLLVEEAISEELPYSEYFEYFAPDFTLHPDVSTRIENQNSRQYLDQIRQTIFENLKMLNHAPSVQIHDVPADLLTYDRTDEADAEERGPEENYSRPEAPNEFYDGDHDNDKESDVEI
SKKanGAS inh = S. pyogenes SKKanGAS growth inhibitors in kanamycin, primary screen, streptokinase expression inhibitor project, SKKanGAS strain, BacTiter-Glo luminescence. 6 h. inhibition, % at 7.5 µM. actives 1.3% (n = 300,000);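 active means mean replicate score, as percent of positive control median, at least 50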;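 further: strain carries kanamycin resistance gene driven by streptokinase promoter and grows in 40 µg/ml kanamycin; loss of luminescence reflects streptokinase promoter inhibition or plain growth inhibition; 0% = median of DMSO wells and 100% = positive control at its reference dose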
RGS4 act = RGS4 potentiators or activators, primary screen, cell-based, HEK293 M3R inducible RGS4, calcium flux. carbachol calcium flux Fluo4; active compounds read low. B-score at 10 µM. actives 0.92% (n = 310,000);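 active means B-score of the integrated calcium signal more than 4 SD below the library mean, with starting fluorescence not abnormally high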;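 further: negative B-score means reduced calcium response which marks RGS4 activation or potentiation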
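Also added: carbachol at ECmax as muscarinic agonist stimulus; Assay system: HEK293 cells with stable M3R and inducible RGS4; Timing: overnight RGS4 induction, 30 min dye load 37 °C, 20 min compound RT; Measured by: Fluo4-AM (2 µM) calcium-flux fluorescence, kinetic read.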
Numbers without * were called inactive; i = inactive; . = not tested or not shown.

Fields – TRPC6 activator | MrgX1 allo act | TMEM16A act | MrgX1 agonist | SKKanGAS inh | ANO1 block | MrgX1 antagonist | HDAC3 inhib | TRPC6 inh | RGS4 act | RGS4 block
> Cc1ccc(C)n1-c1ccc(C(=O)NCc2cccnc2)cc1
    i | i | i | i | -2 | i | i | 2 | i | i | i
> COc1ccc(-c2nc(NC(=O)CSc3nnc4ccccn34)ns2)cc1
    i | i | . | i | -7 | i | i | 7 | i | i | i
> Nn1c(-c2cccs2)nc2sc3c(c2c1=O)CCCC3
    i | i | i | i | 15 | 25* | i | -3 | i | i | i
> O=C(CSc1nc(=O)n2ccccc2n1)NCc1ccccc1Cl
    i | i | i | i | -3 | i | i | 9 | i | i | i
> O=C(COc1ccc2ccc(=O)oc2c1)Nc1ccc(CN2CCOCC2)cc1
    i | i | i | i | -3 | i | i | -3 | i | i | i
> Oc1ccc(N=Nc2c(O)ccc3ccccc23)cc1
    i | i | i | i | 38 | i | i | 3 | i | i | i
> O=[N+]([O-])c1ccc(N2CCN(S(=O)(=O)c3cnc[nH]3)CC2)cc1
    i | i | i | i | 7 | i | i | 1 | i | i | i
> COC(=O)C(F)(F)Sc1c(C)[nH]c2ccccc12
    . | i | i | i | . | i | i | 3 | . | . | .
> C=CCNc1sc(C(=O)c2ccccc2)c(N)c1-c1nc2ccccc2s1
    i | i | i | i | 22 | i | i | 4 | i | i | i
> COc1ccc(N2C(=O)NC(NC(=O)c3cccnc3)(C(F)(F)F)C2=O)cc1 (stereo not drawn)
    i | i | i | i | 2 | i | i | . | i | i | i
> COc1cscc1C(=O)O
    i | i | i | i | 7 | i | i | 1 | i | i | i
> CCCn1c(C(C)Nc2nc(-c3ccc(Cl)c([N+](=O)[O-])c3)cs2)nc2ccccc21 (stereo not drawn)
    i | i | i | i | 24 | i | i | 6 | i | i | 8*

Ordered by heavy-atom count (lowest first): some entries from above.
Fields – TRPC6 activator | MrgX1 allo act | TMEM16A act | MrgX1 agonist | SKKanGAS inh | ANO1 block | MrgX1 antagonist | HDAC3 inhib | TRPC6 inh | RGS4 act | RGS4 block
> COc1cscc1C(=O)O
    i | i | i | i | 7 | i | i | 1 | i | i | i
> COC(=O)C(F)(F)Sc1c(C)[nH]c2ccccc12
    . | i | i | i | . | i | i | 3 | . | . | .
> Oc1ccc(N=Nc2c(O)ccc3ccccc23)cc1
    i | i | i | i | 38 | i | i | 3 | i | i | i
> Cc1ccc(C)n1-c1ccc(C(=O)NCc2cccnc2)cc1
    i | i | i | i | -2 | i | i | 2 | i | i | i
> O=C(CSc1nc(=O)n2ccccc2n1)NCc1ccccc1Cl
    i | i | i | i | -3 | i | i | 9 | i | i | i
> COc1ccc(-c2nc(NC(=O)CSc3nnc4ccccn34)ns2)cc1
    i | i | . | i | -7 | i | i | 7 | i | i | i
> COc1ccc(N2C(=O)NC(NC(=O)c3cccnc3)(C(F)(F)F)C2=O)cc1 (stereo not drawn)
    i | i | i | i | 2 | i | i | . | i | i | i
> O=C(COc1ccc2ccc(=O)oc2c1)Nc1ccc(CN2CCOCC2)cc1
    i | i | i | i | -3 | i | i | -3 | i | i | i
> CCCn1c(C(C)Nc2nc(-c3ccc(Cl)c([N+](=O)[O-])c3)cs2)nc2ccccc21 (stereo not drawn)
    i | i | i | i | 24 | i | i | 6 | i | i | 8*

Compound profiles (already shown). Order of values: TRPC6 activator	MrgX1 allo act	TMEM16A act	MrgX1 agonist	SKKanGAS inh	ANO1 block	MrgX1 antagonist	HDAC3 inhib	TRPC6 inh	RGS4 act	RGS4 block
`O=[N+]([O-])c1ccc(N2CCN(S(=O)(=O)c3cnc[nH]3)CC2)cc1` across the screens: i	i	i	i	7	i	i	1	i	i	i
`COc1ccc(N2C(=O)NC(NC(=O)c3cccnc3)(C(F)(F)F)C2=O)cc1` (stereo not drawn) across the screens: i	i	i	i	2	i	i	.	i	i	i
